RGS4-Gao reg = human RGS4-Galphao interaction regulation | binding response (% of control), % at 10 µM | Multiplexed bead flow cytometry, RGS4-Galphao binding; actives lie on both sides | AID 1415 | P09471 | 220,000 compounds, 0.33% hits; in the data active means binding response below about 49% or above about 150%; inactive means in between;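 further: fluorescent Galphao activated with aluminum fluoride binding bead-coupled RGS4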
Avidin bead fluor = avidin bead compound fluorescence profile; Avidin beads, compound fluorescence 488/530 nm, flow cytometry; stronger effect = higher value; fluorescence (KMESF) at 10 µM; 220,000 compounds, 0.38% hits; in the data active means fluorescence above about 47; further: inactives centre near 10
Bim-Bcl-B = disrupts Bim peptide binding to human Bcl-B; Q9HD36; bead-based flow cytometry; inhibition, % at 10 µM; 190,000 compounds, 0.073% hits;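 further: 0% = tracer peptide without compound and 100% = reference inhibitor peptide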
Target sequence (Q9HD36 whole entry, looked up): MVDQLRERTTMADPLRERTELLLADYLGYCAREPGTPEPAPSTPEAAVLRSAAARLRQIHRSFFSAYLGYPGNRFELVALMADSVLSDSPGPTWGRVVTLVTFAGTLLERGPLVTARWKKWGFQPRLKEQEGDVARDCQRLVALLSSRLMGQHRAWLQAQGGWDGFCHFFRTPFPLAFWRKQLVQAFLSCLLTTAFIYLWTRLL
Bcl-XL Bim block = inhibitors of Bim-Bcl-XL interaction, human; inhibition, % at 10 µM; Q07817; Bim peptide-Bcl-XL binding, bead flow cytometry, fluorescence; 190,000 compounds, 0.04% hits
Target sequence (Q07817 whole entry, looked up): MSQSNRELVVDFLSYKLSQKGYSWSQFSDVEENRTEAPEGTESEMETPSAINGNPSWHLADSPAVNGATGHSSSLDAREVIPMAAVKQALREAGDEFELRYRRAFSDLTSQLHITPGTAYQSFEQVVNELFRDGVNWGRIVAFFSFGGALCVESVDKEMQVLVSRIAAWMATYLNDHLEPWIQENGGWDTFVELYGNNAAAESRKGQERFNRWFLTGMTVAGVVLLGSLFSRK
Bcl-W Bim block = human Bim-Bcl-W interaction inhibition | inhibition, % at 10 µM | AID 952 | bead-based flow cytometry, Bim peptide-Bcl-W binding | 190,000 compounds, 0.02% hits;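 further: 0% = bound tracer without compound and 100% = peptide blocker; higher means less fluorescent Bim peptide bound to Bcl-W beads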
Target sequence (Q92843 whole entry, looked up): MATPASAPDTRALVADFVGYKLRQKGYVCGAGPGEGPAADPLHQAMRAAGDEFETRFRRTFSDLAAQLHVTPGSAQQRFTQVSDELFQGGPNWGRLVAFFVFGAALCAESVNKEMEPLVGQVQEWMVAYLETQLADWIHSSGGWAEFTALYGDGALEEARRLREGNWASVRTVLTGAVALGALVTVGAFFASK
GSH fluor = compound fluoresces at 488/530 nm on GSH beads; GSH beads flow cytometry, compound fluorescence 488/530 nm; stronger effect = higher value; fluorescence (KMESF) at 10 µM; 190,000 compounds, 0.25% hits; AID 1776; in the data active means fluorescence above about 89;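 further: glutathione beads carrying GST-tagged Bcl family fusion proteins plus one bare bead set; values are compound well signal with DMSO vehicle wells as background; inactives centre near 16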
ABCB1 block = human ABCB1 inhibition, ABCG2 as counter-screen | AID 1326 | inhibition, % at 6.6 µM | CCRF-Adr cells, JC-1 efflux, flow cytometry | P08183 | 190,000 compounds, 0.067% hits; in the data active means inhibition above about 40%;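 further: 0% = vehicle and 100% = reference inhibitor; higher value means more JC-1 retained so stronger ABCB1 efflux block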
RGS7-Gao reg = regulators of human RGS7-Galphao interaction | P09471 | Multiplexed bead flow cytometry, RGS7-Galphao binding; actives lie on both sides | binding response (% of control), % at 10 µM | 220,000 compounds, 0.35% hits; in the data active means binding response below about 49% or above about 150%; inconclusive means no clear call, values can overlap the other calls; inactive means in between;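 further: fluorescent Galphao held in activated GDP-AlF4 state binding bead-coupled RGS7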
Bim-Bfl-1 = human Bim-Bfl-1 interaction inhibition. Q16548. Bead-based flow cytometry, Bim-Bfl-1 binding inhibition. inhibition, % at 10 µM. 190,000 compounds, 0.12% hits;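 further: 0% = wells without compound plus tracer and 100% = blocker peptide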
ABCG2 block = human ABCG2 inhibition, ABCB1 as counter-screen; Q9UNQ0; IgMXP3 cells, JC-1 efflux, flow cytometry; inhibition, % at 6.6 µM; 190,000 compounds, 0.1% hits; AID 1325;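 active means inhibition above 80%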;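 further: 0% = DMSO and 100% = nicardipine control wells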
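Test system: ABCG2 IgMXP3 and barcoded ABCB1 CCRF-Adr cell mix; Schedule: cells with compound and JC-1, 10 min at 25 °C, rotating, no wash; Technique: flow cytometry of retained JC-1 fluorescence; Measure: % inhibition of efflux relative to nicardipine and DMSO; Controls: nicardipine high and DMSO low controls.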
Bcl-2 Bim block = inhibitors of Bim-Bcl-2 interaction, human | 190,000 compounds, 0.06% hits | Bead-based flow cytometry, Bim peptide-Bcl-2 binding | AID 950 | P10415 | inhibition, % at 10 µM; in the data active means inhibition above about 40%; inconclusive means no clear call, values can overlap the other calls;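 further: 0% = no compound wells with probe peptide and 100% = reference peptide inhibitor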
Target sequence (P10415 whole entry, looked up): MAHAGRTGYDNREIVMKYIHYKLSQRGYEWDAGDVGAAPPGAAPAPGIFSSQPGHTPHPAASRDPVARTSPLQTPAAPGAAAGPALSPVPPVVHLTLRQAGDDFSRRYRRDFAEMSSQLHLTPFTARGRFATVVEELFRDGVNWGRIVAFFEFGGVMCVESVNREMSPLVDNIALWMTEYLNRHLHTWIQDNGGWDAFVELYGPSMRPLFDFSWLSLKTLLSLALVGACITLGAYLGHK
The depositor's hits bear a star; ? = inconclusive. Unless noted, no stated cut-off is given here; in the data, active means inhibition above about 40%.

SMILES	RGS4-Gao reg	Avidin bead fluor	Bim-Bcl-B	Bcl-XL Bim block	Bcl-W Bim block	GSH fluor	ABCB1 block	RGS7-Gao reg	Bim-Bfl-1	ABCG2 block	Bcl-2 Bim block
O=C1S/C(=C\c2ccc(N3CCOCC3)o2)C(=O)N1Cc1c(F)cccc1Cl	110	14	0	2	10	9	7.8	109	27	132*	4
Cc1[nH]c(C(=O)O)c(C)c1C(=O)OC(C)C	101	13	-3	-11	-3	30	-0.2	96	-3	1	-3
Cn1c(N)c(C(=O)COC(=O)Cn2cc(C(F)(F)F)ccc2=O)c(=O)n(C)c1=O	92	5	-1	-2	1	25	-0.1	90	-11	0	-1
C/C(=N\NC(=O)C1CC1)c1cccc(NC(=O)c2cccc(Cl)c2)c1	99	8	0	-1	0	7	0.9	102	-4	22	0
CCOC(=O)c1c(C)n(O)c2ccc(Cl)cc2c1=O	114	28	0	-3	-2	20	-1.0	115	-5	5	2
O=C1C2C3C=CC(CC3)C2C(=O)N1/N=C/c1ccccc1O (stereo unspecified)	100	9	0	-2	-1	8	0.9	97	-1	2	-1
CCCc1nnc(SCC(=O)N2C(C)CCCC2C)n1CC (stereo unspecified)	99	15	-4	0	0	9	0.5	97	-5	17	0
CN(C)CC(O)COc1cccc(OCC(O)CN(C)C)c1 (stereo unspecified)	105	7	-3	-3	-3	18	0.4	106	-1	2	-1
Cc1cc(N=CC2=C(O)CCCC2=O)no1	94	16	-7	-4	2	22	0.5	93	-15	0	-16
O=C(Cn1cc(SCc2ccccc2Cl)c2ccccc21)N1CCOCC1	99	13	-13	-14	-5	20	0.7	98	-14	3	-9
COc1ccc(C(=O)CCc2nc3ccccc3s2)cc1	99	11	-8	-9	-5	15	0.8	97	-15	15	-6
CC(C)(C)CC(C)(C)NC(=O)CSCC(=O)Nc1ccc2ccccc2c1	91	3	3	1	4	16	0.7	94	6	4	8
Cc1ccc(C2C(C#N)=C(N)Oc3n[nH]c(-c4cccnc4)c32)o1 (stereo unspecified)	95	13	-2	-4	0	12	-0.1	100	-3	-2	-4
C=C(C)c1cccc(C(C)(C)NC(=O)Nc2ccc3[nH]c(=O)[nH]c3c2)c1	104	7	0	0	-1	24	0.0	102	0	1	0
O=C(Nc1ccccc1)c1ccc(CSc2ccccn2)cc1	101	8	-7	-3	0	62	1.5	102	-8	22	-4
CC(O)CNc1cc(N)c([N+](=O)[O-])cc1[N+](=O)[O-] (stereo unspecified)	100	13	-5	-4	-1	12	-0.2	98	1	9	-7
COC(=O)c1c(NC(=O)c2ccoc2C)sc2c1CCC2	98	10	-7	-5	1	14	0.6	99	-10	4	-9
COc1cc(NC(=S)NC(=O)c2cccs2)ccc1NC(=O)C(C)C	100	10	-7	-3	-4	19	0.7	?	-8	2	-6
O=C(CC(Sc1ccccc1)c1cccs1)c1ccco1 (stereo unspecified)	99	35	0	-1	-1	13	0.0	100	-1	1	-1
O=C(NCC(=O)N(Cc1ccco1)C(C(=O)NC1CCCC1)c1cccnc1)c1cccs1 (stereo unspecified)	116	6	-6	-6	-6	49	0.4	114	-6	2	-6
CC(=O)c1cccc(NC(=O)NCc2cccs2)c1	98	29	1	-1	-1	18	0.1	102	-2	0	-1
CCOC(=O)C1=C(CN2CCCCCC2)NC(=O)NC1c1ccc2c(c1)OCO2 (stereo unspecified)	84	22	-6	-5	-1	14	0.1	85	-9	2	-2
Cc1nn(C)c(C)c1S(=O)(=O)N1CCC(C(=O)Nc2ccc3c(c2)OCCO3)CC1	101	9	-2	0	0	21	0.0	100	-10	4	-6
O=C(NCCc1ccccc1)C1(c2ccccc2)CC1(Cl)Cl (stereo unspecified)	104	15	-3	-1	0	29	0.0	102	0	0	-3
CCCCC(=O)Nc1ccc(C(=O)OC2CCCCC2)cc1	69	7	-5	-8	-4	27	0.3	70	-9	6	-5

Limited to RGS7-Gao reg, ABCB1 block and Bim-Bfl-1, for some of the entries so far:
| molecule | RGS7-Gao reg | ABCB1 block | Bim-Bfl-1 |
| --- | --- | --- | --- |
| CC(O)CNc1cc(N)c([N+](=O)[O-])cc1[N+](=O)[O-] (stereo unspecified) | 98 | -0.2 | 1 |
| O=C1C2C3C=CC(CC3)C2C(=O)N1/N=C/c1ccccc1O (stereo unspecified) | 97 | 0.9 | -1 |
| O=C(Nc1ccccc1)c1ccc(CSc2ccccn2)cc1 | 102 | 1.5 | -8 |
| O=C(NCC(=O)N(Cc1ccco1)C(C(=O)NC1CCCC1)c1cccnc1)c1cccs1 (stereo unspecified) | 114 | 0.4 | -6 |
| C=C(C)c1cccc(C(C)(C)NC(=O)Nc2ccc3[nH]c(=O)[nH]c3c2)c1 | 102 | 0.0 | 0 |

Back to the main list, repeating the three entries before the break.
SMILES	RGS4-Gao reg	Avidin bead fluor	Bim-Bcl-B	Bcl-XL Bim block	Bcl-W Bim block	GSH fluor	ABCB1 block	RGS7-Gao reg	Bim-Bfl-1	ABCG2 block	Bcl-2 Bim block
Cc1nn(C)c(C)c1S(=O)(=O)N1CCC(C(=O)Nc2ccc3c(c2)OCCO3)CC1	101	9	-2	0	0	21	0.0	100	-10	4	-6
O=C(NCCc1ccccc1)C1(c2ccccc2)CC1(Cl)Cl (stereo unspecified)	104	15	-3	-1	0	29	0.0	102	0	0	-3
CCCCC(=O)Nc1ccc(C(=O)OC2CCCCC2)cc1	69	7	-5	-8	-4	27	0.3	70	-9	6	-5
COc1cc(CNc2ncn[nH]2)ccc1OCc1cccc(C)c1	98	8	-4	-2	-3	13	3.8	96	-1	19	-2
O=C(N1CCOCC1)N1CCN(c2ccccc2F)CC1	99	9	-3	-1	3	22	0.2	92	-6	0	-5
COc1ccc(-c2nn(CCC(=O)O)cc2/C=C2\SC(N)=NC2=O)cc1OC	96	6	-11	-7	-4	18	-1.3	97	-14	-6	-3
COc1ccc(-n2c(O)c(C=Nc3ccccc3)c3ccccc3c2=O)cc1	91	15	-5	-6	-4	12	-0.7	87	-7	8	-3
Cc1c(-c2ccccc2)nc2ccccc2c1C(=O)OCC(=O)Nc1ncc(C(F)(F)F)cc1Cl	103	12	0	-1	0	6	-0.1	102	0	1	4
O=C(NCc1ccccn1)c1cccs1	99	6	-1	-5	-6	11	0.0	100	-2	0	-5
Cc1ccc(O)c(-c2cc(-c3ccccc3C)[nH]n2)c1	97	8	1	-2	-1	38	0.8	100	-2	47	-2
O=C(COC(=O)c1cc(=O)[nH]c2ccccc12)NC1CCCC1	102	10	-8	0	0	22	2.4	102	-2	9	0
CCCCn1c(SCC(=O)Nc2ccc3c(c2)OCO3)nc2c1c(=O)n(C)c(=O)n2C	97	14	-7	-6	0	27	5.7	96	-16	17	-8
CC(C)C(NC(=O)C12CC3CC(CC(C3)C1)C2)C(=O)NC1=NCCS1 (stereo unspecified)	102	28	0	-2	0	14	0.3	102	0	0	-5
CSc1ncccc1C(=O)N1CCCC(CCC(=O)NCc2ccc(F)c(F)c2)C1 (stereo unspecified)	105	5	-5	-4	-1	20	0.6	106	-6	1	-1
CN(C)C(=O)CSc1nnc(-c2ccncc2)n1Cc1ccco1	102	25	-10	-11	-8	9	0.5	106	-1	0	-1
O=C(Nc1ccccc1)c1cccc(N2CCCC2=O)c1	100	15	8	9	11	30	0.8	112	7	32	6
COc1cc(/C=C(\NC(=O)c2ccccc2)C(=O)Nc2cccc(O)c2)c([N+](=O)[O-])cc1OC	101	11	0	0	0	16	0.8	95	0	2	0
CCCCn1c(=O)c(C(=O)N/N=C/c2ccc(F)cc2)c(O)c2ccccc21	99	10	-8	0	0	16	-0.8	98	-5	-2	-1
CCN(CC)c1ccc(/C=N/OCC(=O)N2CCCc3ccccc32)cc1	98	19	-7	-7	-3	11	-0.6	102	-5	-2	-6
O=C(CN1C(=O)c2ccccc2C1=O)Nc1nnc(C2CCCO2)s1 (stereo unspecified)	102	12	0	0	-3	10	0.5	102	0	1	-6
CN(C)/C=C(\C#N)S(=O)(=O)C(C)(C)C	106	23	-4	-4	0	11	0.9	107	-9	2	-1
COc1cc(CN2CCN(S(=O)(=O)c3ccc(NC(C)=O)cc3)CC2)cc(OC)c1O	101	23	-8	-10	-5	14	0.0	99	-10	0	-9
COc1ccccc1NC(=O)C1=C(C)Nc2nnnn2C1c1cccc(Br)c1 (stereo unspecified)	103	21	-1	-1	-5	4	1.2	108	-2	7	-1
COc1cc(OC)cc(C(=O)N[C@H](C(=O)OCc2cc(=O)oc3cc(C)ccc23)C(C)C)c1	81	2	-3	-6	-1	11	-1.9	82	0	-12	-4
COC(=O)C1CC(=O)N(Cc2ccccc2)C1 (stereo unspecified)	96	10	0	1	2	11	0.2	95	-5	3	-3
O=C(CN(CCc1ccccc1)C(=O)CNS(=O)(=O)c1ccc(F)cc1)NCc1ccco1	103	8	-5	-4	0	4	0.7	102	-12	5	-5
CC1CC2(NC(=O)NC2=O)C(C)CN1C (stereo unspecified)	102	6	-4	-7	-4	20	0.0	103	-5	-2	-5
COc1ccc(-c2nc(NC(=O)CCNC(=O)c3ccco3)sc2C)cc1	105	22	-5	0	2	20	0.5	106	-2	1	-2

Next structures.
SMILES	RGS4-Gao reg	Avidin bead fluor	Bim-Bcl-B	Bcl-XL Bim block	Bcl-W Bim block	GSH fluor	ABCB1 block	RGS7-Gao reg	Bim-Bfl-1	ABCG2 block	Bcl-2 Bim block
CCC(C)NC(=O)CCSCCC(=O)NC(C)CC (stereo unspecified)	99	3	-5	-3	-1	5	-0.3	99	-3	-2	-1
CSc1ncccc1C(=O)OCC(=O)N(C)C	93	14	-5	-3	-4	10	0.2	92	-4	1	-1
Nc1nc(-c2ccc(F)cc2)cs1	105	8	-33	-10	-6	23	0.3	?	0	2	-4
C#Cc1ccc([C@H]2C=C(C(=O)OCC=C)O[C@@H](OCC)[C@@H]2CCCO)cc1	103	9	-3	-2	-2	17	1.0	103	-6	7	-1
COc1ccc(Cc2nnc(SCC(=O)N3CCCC(C)C3)o2)cc1 (stereo unspecified)	97	10	4	1	2	9	-1.1	96	6	-4	4
O=C(Oc1ccc(N2C(=O)CCC2=O)cc1)c1ccco1	108	34	0	-2	0	18	0.1	108	-1	0	0
Cc1nc2c(C(=O)NCCC(C)C)c[nH]n2c(=O)c1Cl	99	12	0	-2	-1	22	0.4	98	2	1	2
COc1ccc(CCN(C(=O)C(F)(F)F)C(C(=O)NC2CCCCC2)c2ccc(C)s2)cc1OC (stereo unspecified)	99	7	-10	7	0	43	2.1	104	-13	3	-8
Cc1cc(=O)[nH]c(N/N=C/c2ccco2)n1	86	16	1	0	-1	11	0.5	93	0	1	0
CCn1cc(CNC(=S)Nc2cccc3ccccc23)cn1	101	7	-3	-4	-5	24	0.0	96	-3	1	-5
COC(=O)c1c(N)c(C#N)c2n1CCCCC2	98	11	-5	-5	3	58	0.4	100	-11	3	-4
Cc1ccc(NC(=O)/C(C#N)=C/c2ccccc2C(F)(F)F)cc1	102	2	1	-2	0	12	0.1	102	2	1	2
Cc1ccc(-c2noc(CCC(=O)NCc3ccc4c(c3)OCO4)n2)cc1	99	37	-5	-7	-1	20	0.9	102	-16	43	-10
O=[N+]([O-])c1ccc(Sc2n[nH]c(-c3ccncc3)n2)nc1	103	10	-8	0	0	15	0.6	102	-3	6	-3
CCC(C)NC(=O)c1cccc(OCc2c(C)noc2C)c1 (stereo unspecified)	98	8	2	1	-1	13	-0.1	97	-2	8	2
Cc1cccc(N/C(N)=N/c2nc(C(F)(F)F)cc(C(F)(F)F)n2)c1	105	15	0	-2	0	14	0.0	118	-3	4	1

Screens: PubChem, NMMLSC
